High-throughput results as filed in PubChem.
UGM FP inh – blocks M. tuberculosis UGM enzyme | P9WIQ1 | purified UGM, fluorescence polarization probe displacement | inhibition, % at 10 µM | actives 0.06% (n = 320,000); in the data active = inhibition above about 10%, passing the limit was not always enough; inconclusive = no clear call, values can overlap the other calls
Target sequence (P9WIQ1 whole entry, looked up): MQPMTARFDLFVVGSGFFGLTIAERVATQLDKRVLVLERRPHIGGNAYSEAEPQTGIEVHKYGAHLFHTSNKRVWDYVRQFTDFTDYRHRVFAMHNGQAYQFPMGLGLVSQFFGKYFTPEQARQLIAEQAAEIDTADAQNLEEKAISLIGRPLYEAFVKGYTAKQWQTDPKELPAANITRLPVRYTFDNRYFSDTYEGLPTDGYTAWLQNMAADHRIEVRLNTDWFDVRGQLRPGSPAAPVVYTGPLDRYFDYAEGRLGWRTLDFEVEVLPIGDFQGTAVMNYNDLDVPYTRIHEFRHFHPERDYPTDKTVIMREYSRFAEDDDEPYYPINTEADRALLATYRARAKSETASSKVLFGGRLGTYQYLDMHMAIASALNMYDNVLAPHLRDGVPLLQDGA
BoNT-A LC inh2 – BoNT A light chain protease inhibition | multiplex microsphere protease substrate cleavage, flow cytometry | inhibition, % at 10 µM | actives 0.17% (n = 360,000) | AID 588499; in the data active = inhibition above about 30%; inconclusive = no clear call, values can overlap the other calls; also: plate controls were buffer without enzyme for full effect and enzyme alone for no effect
PrPC TRFRET – reduces human prion protein on the cell surface. cell surface PrPC, TR-FRET read-out. inhibition, % at 13.8 µM. actives 0.43% (n = 370,000); in the data active = inhibition above about 24%; also: 0% = median of the test wells and 100% = reference compound wells
Mtb FBA inh – Mtb fructose-bisphosphate aldolase inhibition | P9WQA3 | purified M. tuberculosis FBA, fluorescence read-out | inhibition, % at 1 µM | actives 2.3% (n = 360,000) | AID 588726; in the data active = inhibition above about 27%;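 also: 0% = vehicle and 100% = reference inhibitor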
Target sequence (P9WQA3 whole entry, looked up): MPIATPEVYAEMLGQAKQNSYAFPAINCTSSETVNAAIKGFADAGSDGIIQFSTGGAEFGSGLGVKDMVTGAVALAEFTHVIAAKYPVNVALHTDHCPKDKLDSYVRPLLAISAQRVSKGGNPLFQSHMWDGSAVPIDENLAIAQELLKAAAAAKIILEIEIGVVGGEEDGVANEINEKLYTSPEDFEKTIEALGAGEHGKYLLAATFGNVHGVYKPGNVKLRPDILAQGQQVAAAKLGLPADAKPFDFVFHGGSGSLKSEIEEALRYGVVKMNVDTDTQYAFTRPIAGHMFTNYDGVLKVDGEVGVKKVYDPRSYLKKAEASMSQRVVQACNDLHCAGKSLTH
BoNT F protease – inhibitors of Botulinum neurotoxin F light chain protease. Multiplex microsphere protease cleavage assay, flow cytometry. inhibition, % at 10 µM. actives 0.22% (n = 360,000). AID 588497; in the data active = inhibition above about 35%, passing the limit was not always enough; inconclusive = no clear call, values can overlap the other calls; also: plate controls were buffer without enzyme for full effect and enzyme alone for no effect
Mtb BioA inh – blocks M. tuberculosis BioA enzyme activity; purified M. tuberculosis BioA enzyme, plate reader; inhibition, % at 9.99 µM; actives 0.096% (n = 360,000); AID 602481; in the data active = inhibition above about 40%; inconclusive = no clear call, values can overlap the other calls
CCHF vOTU inh – CCHFV vOTU protease inhibition; actives 0.55% (n = 370,000); Pep-AMC fluorescence; inhibition, % at 11.5 µM; also: 0% = vehicle wells with enzyme and 100% = no enzyme wells
FadD28 binding – blocks FadD28 binding to the bisubstrate probe; actives 0.22% (n = 360,000); fluorescence polarization; inhibition, % at 12.5 µM; in the data active = inhibition above about 8.5%, passing the limit was not always enough; inconclusive = no clear call, values can overlap the other calls
GDH-TPI counter – counter-screen for M. tuberculosis FBA inhibitors: GDH-TPI coupled enzymes; GDH-TPI coupled enzyme counterscreen, NADH absorbance; inhibition, % at 4.8 µM; actives 1.2% (n = 360,000);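 also: 0% = DMSO wells and 100% = wells lacking the enzyme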
* = called active by the depositor; ? = inconclusive; . = not tested or not shown; + = active, no number; & = joins results of further samples. Rule as the data show it, unless noted: active = inhibition above about 30%; inactive = the rest.

SMILES	UGM FP inh	BoNT-A LC inh2	PrPC TRFRET	Mtb FBA inh	BoNT F protease	Mtb BioA inh	CCHF vOTU inh	FadD28 binding	GDH-TPI counter
CCN(CC)S(=O)(=O)c1cc(NC(=O)C(C)N2CC=C(c3ccccc3)CC2)ccc1C (configuration not stated)	6.3	0.2	-8	0	-6	.	17	-4.8	2
COc1ccc(-c2noc(Cc3ccccc3OC)n2)cc1	0.0	-0.6	7	-2	-11	-5.9	-1	-0.2	10
Cc1nc2ccccc2c(=O)n1Nc1cccc(Cl)c1	-0.7	-0.1	5	2	4	.	12	-1.1	0
OCCC1CN(Cc2ccc(F)cc2)CCN1CCCc1ccccc1 (configuration not stated)	-1.6	-6.6	-13	0	?	1.5	-1	-2.2	-3
CCOC(=O)C1=NNC2(c3ccc(Cl)cc3)C(=O)N(c3ccc(C)cc3)C(=O)C12 (configuration not stated)	-1.8	-0.9	1	-2	0	1.1	9	-1.0	13
COc1cc(CN2CCN(Cc3ccc([N+](=O)[O-])cc3)CC2)c([N+](=O)[O-])cc1OC	-1.5	-0.3	-17	1	0	.	1	-1.4	-2
O=C(NCCc1ccccc1)C1CCCN1S(=O)(=O)c1ccccc1 (configuration not stated)	-5.9	-1.5	-2	0	-6	-1.2	-1	-3.3	2
COCCNC(=S)N=Nc1c(O)[nH]c2c(C)cc(C)cc12	-0.4	-1.9	5	0	-5	.	-5	-0.8	17
O=C(CSC1=NC(=O)C(Cc2ccccc2)C(=O)N1)Nc1ncc(Br)cc1Br (configuration not stated)	-1.5	-0.5	9	2	-2	.	17	-0.8	8
COc1cccc(/C=C2/Sc3ccc(C(=O)NCCCN4CCCC4)cc3NC2=O)c1	-2.8	-2.9	-10	-3	0	3.0	6	-18	15
Cc1ccc(O)c(NC(=O)c2ccc3c(c2)C(=O)N(Cc2ccco2)C3=O)c1	1.0	3.0	1	2	5	-0.2	2	-1.0	12
Cc1ccc2c(c1)NC(=O)C(CC(=O)NC1CCCCC1C)O2 (configuration not stated)	0.0	-0.3	-1	3	-1	-1.7	-1	1.6	-4
C#CCOCCOCCOCCNc1nc(N2CCN(C(=O)[C@H](CC(N)=O)n3cc(C(N)[C@@H](C)CC)nn3)CC2)nc(N2CCN(C(=O)[C@H](CCCCN)n3cc([C@@H](N)CC(N)=O)nn3)CC2)n1 (some centres not stated)	0.3	-0.1	3	3	12	-0.9	6	-4.1	9
Cc1c(CC(=O)N[C@@H](C)C(=O)O)c(=O)oc2cc3c(cc12)CCC(C)(C)O3	-1.8	-0.1	-6	+	5	-0.9	-164	-2.3	26
O=c1oc(Cl)c(Cl)c2ccccc12	-1.1	0.1	8	1	-3	-0.5	-2	0.9	-14
Cc1ccc(-n2c(-c3cnccn3)n[nH]c2=S)c(Br)c1	0.1	0.4	6	1	-4	.	11	0.0	16
COc1ccc2sc(-c3ccc(SC)cc3)c(C#CCO)c2c1	4.9	1.4	-21	27	-4	-1.3	-7	-3.6	16
O=c1[nH]nc(SCc2nnc(-c3ccc([N+](=O)[O-])cc3)o2)n1C1CCCCC1	-0.8	-0.6	-20	-1	0	.	2	-2.6	2
CC(=NNC(=S)Nc1ccccc1Cl)c1ccccn1	.	4.7	18	3	11	.	17	-3.5	19
Cc1ccc(-n2c(SCC(=O)O)nc3c(sc(=S)n3-c3ccc(C)c(C)c3)c2=O)cc1	-0.6	0.6	-2	4	7	-2.3	7	0.0	24
O=C1C=CC(=O)N1c1ccc(OC(F)F)cc1	2.8	2.5	10	1	-1	.	16	-1.4	9
CCOc1cc(C(=O)NCCCn2ccnc2)cc(OCC)c1OCC	-1.0	-0.3	5	-2	-5	.	-4	-3.0	2
C/C(=N\NC(=O)c1ccccc1O)c1cccc(NC(=O)c2ccccc2)c1	1.9	-1.4	4	-4	-4	1.1	19	-1.6	4
O=C(N/C(=C/C=C/c1ccccc1)C(=O)N1CCOCC1)c1ccccc1Br	-1.3	-1.0	-11	-2	-7	.	8	-2.1	19
COc1ccc(OCc2nnc3n2N=C(c2ccc(C)cc2)CS3)cc1	1.4	-0.5	14	3	-13	4.2	11	-2.8	0
Cc1c(Br)cc(C(=O)OC2CCN(C)CC2)c(C)c1C	3.7	-0.1	6	3	5	0.9	-6	-1.5	6
Cc1sc2ncnc(SCC(=O)NNC(=O)COc3cccc4ccccc34)c2c1C	0.8	-0.4	-7	-3	-12	-0.1	-3	-1.0	0
CCCNC(=O)OC1CC2CC1[C@H]1CCCCN1C2=O (some centres not stated)	.	0.6	-6	.	-2	.	11	.	.
Cc1cccc(C)c1OCCOC(=O)c1ccc(S(=O)(=O)N2CCCC2)cc1	.	-0.2	-1	-5	-9	-0.2	12	-3.6	1
COCCNc1ccc(-c2n[nH]c(=O)c3ccccc23)cc1[N+](=O)[O-]	1.0	1.5	-1	12	-19	-6.1	-3	-0.7	16
COc1ccc(C2C3=C(CCCC3=O)NC3=C2C(=O)c2ccccc23)cc1 (configuration not stated)	-0.1	.	-28	2	.	16	-17	2.3	-2
COc1ccc(CN2C(=O)CN=C2Nc2cccc(C)c2C)cc1	0.4	-0.2	7	-2	-2	0.4	9	-3.5	8
COc1cc(/C=N/n2c(C)n[nH]c2=S)ccc1OCc1ccccc1	3.1	0.4	1	-2	0	.	1	-3.0	-3
CC(C)COC(=O)c1ccc2c(c1O)C(=O)c1ccccc1C2=O	2.0	11	2	7	-2	.	18	2.4	-8
C/C(CC(=O)Nc1cc(C)ccn1)=N\NC(=O)c1ccc(C(C)(C)C)cc1	-0.2	-2.3	-1	6	-2	-1.1	2	-0.9	-1
CCOc1ccc(NC(=O)CCN2C(=O)C3CCCCC3C2=O)cc1OCC (configuration not stated)	1.8	3.9	2	-1	-17	-0.7	-7	-2.4	-4
CCCc1cc(=O)[nH]c(SCC(=O)N2CCc3ccccc32)n1	4.2	1.2	10	1	7	7.4	14	-2.9	2
COc1ccc(CCNC(=O)CCCn2nc(C)c([N+](=O)[O-])c2C)cc1OC	0.9	-0.7	-3	-3	-1	0.9	8	-3.3	8
Cn1c(CC(=O)NN)c(Sc2ccccc2)c2ccccc21	0.8	1.2	2	2	-4	-0.3	2	-2.4	2
COc1ccc(Br)cc1/C=N/NC(=O)c1ccc(COc2ccc3c(c2)CCC3)o1	0.8	-1.0	-5	-1	-5	1.8	5	-5.5	14

Shown bar-delimited: five of the compounds above
structure | UGM FP inh | BoNT-A LC inh2 | PrPC TRFRET | Mtb FBA inh | BoNT F protease | Mtb BioA inh | CCHF vOTU inh | FadD28 binding | GDH-TPI counter
COc1ccc(CN2C(=O)CN=C2Nc2cccc(C)c2C)cc1 | 0.4 | -0.2 | 7 | -2 | -2 | 0.4 | 9 | -3.5 | 8
COc1cc(/C=N/n2c(C)n[nH]c2=S)ccc1OCc1ccccc1 | 3.1 | 0.4 | 1 | -2 | 0 | . | 1 | -3.0 | -3
CC(C)COC(=O)c1ccc2c(c1O)C(=O)c1ccccc1C2=O | 2.0 | 11 | 2 | 7 | -2 | . | 18 | 2.4 | -8
C/C(CC(=O)Nc1cc(C)ccn1)=N\NC(=O)c1ccc(C(C)(C)C)cc1 | -0.2 | -2.3 | -1 | 6 | -2 | -1.1 | 2 | -0.9 | -1
CCOc1ccc(NC(=O)CCN2C(=O)C3CCCCC3C2=O)cc1OCC (configuration not stated) | 1.8 | 3.9 | 2 | -1 | -17 | -0.7 | -7 | -2.4 | -4

New compounds follow:
SMILES	UGM FP inh	BoNT-A LC inh2	PrPC TRFRET	Mtb FBA inh	BoNT F protease	Mtb BioA inh	CCHF vOTU inh	FadD28 binding	GDH-TPI counter
Cc1cccc(-c2noc(CCCC(=O)N3CCOCC3)n2)c1	-1.5	7.1	2	1	5	.	-2	1.4	4
O=C(NCc1ccccc1CN1CCCC1)c1cc2cc(Cl)ccc2o1	0.9	-0.3	-5	1	-3	-2.4	-4	-2.7	-1
CCOC(=O)c1c(-c2ccccc2)oc2ccc(O)c(CN(C)C)c12	2.9	1.1	-15	-3	-12	1.2	0	-1.5	16
Brc1ccsc1/C=N/Nc1ccccc1	-2.0	-0.1	10	0	2	.	12	0.4	2
COc1ccc(S(=O)(=O)Nc2c(C)n(C)n(-c3ccccc3)c2=O)c(Cl)c1Cl	-0.1	.	6	0	.	-1.9	4	-0.7	6
COc1cc(C(=O)NCC(c2ccco2)N2CCCC2)ccc1OCc1ccc(Cl)cc1Cl (configuration not stated)	.	0.0	11	1	-8	-2.0	7	-18	2
O=C(CSc1nnc(-c2cccs2)n1-c1ccccc1)N1CCOCC1	2.3	0.0	2	-2	9	0.2	-6	-4.8	-4
Cc1ccc2nc(N3CCN(C(=O)c4ccc(F)cc4)CC3)c(C#N)cc2c1	2.9	5.0	-14	19	0	-0.5	-18	-1.7	-3
N#Cc1ccc(CSc2ccc(S(=O)(=O)N3CCCC3)cn2)cc1	-0.5	-0.5	6	4	3	-0.6	8	-0.4	8
CC(=O)N1CCN(c2ccc(NCc3ccc(F)cc3)cc2)CC1	1.3	-0.4	-16	0	-27	0.8	0	-3.4	-8
Cc1ccc(C(=O)OCC(=O)N2CCC(Cc3ccccc3)CC2)cc1N	0.2	-0.4	7	5	-9	-1.1	-7	-0.2	6
CC(Nc1c([N+](=O)[O-])c(=O)oc2ccccc12)c1ccccc1 (configuration not stated)	-0.6	-0.6	4	-1	0	1.8	13	-2.6	14
CCc1nnc(NC(=O)CC23CC4CC(CC(C4)C2)C3)s1	1.0	-1.3	3	1	-6	-0.2	6	0.0	-3
CCCCOc1c(Cl)cc(CNC(C)(C)CO)cc1OCC	-1.7	-0.8	9	0	3	-0.1	4	-2.3	2
O=C(N/N=C/c1cccc(NC(=O)c2ccc(Cl)cc2)c1)c1cccc(O)c1	4.2	0.9	12	-1	-1	-0.9	11	-22	6
CCn1c2ccccc2c2nnc(SCCN3CCOCC3)nc21	-0.9	-2.7	-20	-1	?	1.2	-14	-1.3	21
CCn1c(SCC(=O)NCc2ccc3c(c2)OCO3)nnc1-c1cccs1	-1.6	-0.1	8	2	1	-0.4	-11	0.7	5
CC(=O)Nc1cc(-c2ccccc2Cl)cn2c(-c3ccc(S(C)(=O)=O)cc3)cnc12	.	0.0	-4	42*	-4	8.9	-32	0.3	12
CCC(C)NCCOCCOc1cc(C)c(Cl)c(C)c1 (configuration not stated)	-1.0	0.0	-3	3	-4	.	-6	-2.5	1
COc1ccc(C2CC3(O)NC(=O)C(C#N)(C3C)C2(C#N)C#N)cc1 (configuration not stated)	-2.1	.	-2	-2	.	0.7	-5	-0.9	-19
COc1cccc(C(c2sc3nc(C)nn3c2O)N2CCN(c3ccccc3F)CC2)c1 (configuration not stated)	2.5	-0.8	.	0	-7	5.9	.	-4.5	5
CNC[C@@H]1OCc2ccccc2-c2ccccc2C(=O)N([C@@H](C)CO)C[C@@H]1C	.	-0.1	-3	-2	0	-0.8&-0.7	-2	-0.5	-4
O=C(CSc1nc(=O)n2ccccc2n1)OCc1ccccc1	-0.5	?	-4	0	?	1.6	1	-0.4	13
CCNC(=S)N1CCC(C(=O)c2ccc(F)cc2)CC1	.	-0.1	0	-1	-3	2.4	-8	-3.8	2
Cc1cc(C)c2oc(=O)cc(CN3CCN(Cc4ccc5c(c4)OCO5)CC3)c2c1	.	1.0	5	3	-4	1.7	1	-2.0	-2
CSc1n[nH]c(NCc2ccccc2)n1	-0.4	-0.5	-1	1	-17	0.4	9	-3.3	4
COc1ccc(NC(=O)COC(=O)c2cc(OC)c(OC)c(OC)c2)c([N+](=O)[O-])c1	0.2	0.1	-2	-3	-1	-1.7	0	1.0	14
Cn1c(Cl)c(/C=N/OC(=O)C2CC2)c2ccccc21	-1.2	-0.5	-7	-2	-5	.	16	-1.6	-2
COc1ccc(C(=O)N2CCC(n3nccc3NC(=O)C3CCOC3)CC2)cc1 (configuration not stated)	-0.1	0.9	0	0	0	-0.1	13	-0.3	-4
Cc1cccc([C@@H]2[C@@H]3C(=O)N(Cc4ccccc4)C(=O)[C@@H]3[C@]3(CC(C)C)C(=O)N(c4cccc(Cl)c4)C(=O)N23)c1	0.4	-0.1	3	2	-7	0.5	11	-0.6	2
O=C(NCc1ccc(Cl)nc1)c1ccc2nc([C@@H]3O[C@H](CO)[C@H](O)[C@H](O)[C@H]3O)[nH]c2c1	.	0.3	-10	1	1	-0.2	2	-1.1	12
Cc1sc2nc[nH]c(=O)c2c1-c1ccc(F)cc1	3.2	-2.6	-7	1	-2	-1.3	-4	1.9	6
